Keap1 Nrf2 FP – inhibitors of human Keap1-Nrf2 protein-protein interaction; 340,000 tested, 0.15% active; Keap1 Kelch-Nrf2 peptide fluorescence polarization, 1536-well; inhibition, % at 9.4 µM; Q14145; AID 504523; in the data active = inhibition above about 12%; inconclusive = no clear call, values can overlap the other calls; inactive = below about 7.3%;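 also: human Keap1 Kelch domain with fluorescein labeled Nrf2 9mer peptide probe; 0% = neutral control wells and 100% = peptide positive control; higher means more block of Keap1 binding to Nrf2 peptide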
OPRM1-OPRD1 ag – agonists of human mu-delta opioid receptor heterodimerization | P35372+P41143 | cells, OPRM1-OPRD1 heterodimerization, luminescence | activation, % at 9.3 µM | 340,000 tested, 0.3% active; in the data active = activation above about 18%;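 also: 0% = vehicle-treated cells and 100% = reference agonist; values of inactives mirror those of a sister screen read the other way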
Target sequence (P35372 whole entry, looked up): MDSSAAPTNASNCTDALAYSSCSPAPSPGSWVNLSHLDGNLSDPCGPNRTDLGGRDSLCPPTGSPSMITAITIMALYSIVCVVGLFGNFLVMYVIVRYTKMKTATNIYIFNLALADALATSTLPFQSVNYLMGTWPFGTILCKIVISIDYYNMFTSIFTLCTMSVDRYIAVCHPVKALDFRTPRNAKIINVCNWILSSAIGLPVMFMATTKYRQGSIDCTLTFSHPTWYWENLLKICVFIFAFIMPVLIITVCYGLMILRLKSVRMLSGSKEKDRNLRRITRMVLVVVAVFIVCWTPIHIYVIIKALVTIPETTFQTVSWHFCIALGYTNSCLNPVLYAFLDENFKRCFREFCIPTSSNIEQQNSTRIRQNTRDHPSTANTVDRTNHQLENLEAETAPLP
Target sequence (P41143 whole entry, looked up): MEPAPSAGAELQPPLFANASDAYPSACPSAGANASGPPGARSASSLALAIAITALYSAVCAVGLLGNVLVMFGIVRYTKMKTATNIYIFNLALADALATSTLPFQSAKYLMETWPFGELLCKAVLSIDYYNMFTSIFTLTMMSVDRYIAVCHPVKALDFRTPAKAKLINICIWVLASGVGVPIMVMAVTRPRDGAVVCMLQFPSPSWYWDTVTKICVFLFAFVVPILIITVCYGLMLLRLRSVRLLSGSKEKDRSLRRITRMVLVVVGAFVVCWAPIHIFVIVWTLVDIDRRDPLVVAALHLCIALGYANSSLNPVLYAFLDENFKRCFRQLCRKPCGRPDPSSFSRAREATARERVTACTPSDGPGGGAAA
HTR5A inv ctr – counter-screen for OPRM1-OPRD1 inverse agonists: human HTR5A inverse agonism | 340,000 tested, 0.083% active | inhibition, % at 9.3 µM | HTR5A cell line, luminescence; in the data active = inhibition mostly above about 23%, no sharp cut-off; inactive = mostly below about 18%;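 also: 0% = cells with DMSO and 100% = no-cell wells with DMSO; some compounds called inactive have numbers as strong as hits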
RTF Ca sens inh – cardiac RTF calcium desensitization; 340,000 tested, 0.12% active; inhibition, % at 7.15 µM; IANBD-labeled cardiac RTF, Ca2+ fluorescence;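 active = inhibition above the mean inhibition of all tested compounds plus 3 SD, cut at about 17% in these data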;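 also: assay run at fixed EC70 calcium of 1.6 mM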
HTR5A ag – counter-screen for OPRM1-OPRD1 agonists: human HTR5A agonism; P47898; HTR5A agonist assay, luminescence, cell-based; activation, % at 9.3 µM; 340,000 tested, 0.61% active; AID 504692; in the data active = activation mostly above about 9.5%, no sharp cut-off; inactive = mostly below about 7.6%;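 also: 0% = cells with vehicle only and 100% = reference agonist; strong numbers were not always called active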
V-ATPase pH – alters yeast V-ATPase proton transport. S. cerevisiae, pHLuorin cytosolic pH fluorescence. 350,000 tested, 0.37% active. AID 504577. response, % at 10 µM; in the data active = response mostly above about 7.3%, no sharp cut-off; inactive = mostly below about 5.4%; also: actives read high; inactives centre near 0; some compounds called inactive have numbers as strong as hits; reference of the scale not given here
CAL-PDZ inh HTS – inhibitors of human CAL PDZ peptide binding; purified CAL PDZ, TMR-peptide fluorescence polarization, 1 h; inhibition, % at 24.9 µM; 300,000 tested, 0.92% active; AID 602252;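 active = mean inhibition of at least 30% with at least half of replicates also reaching 30%; inconclusive = no clear call, values can overlap the other calls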;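 also: 0% = DMSO neutral control and 100% = excess unlabeled competitor peptide PRC23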
RTF Ca sens act – increases calcium sensitivity of human cardiac regulated thin filaments | P19429+P45379 | AID 493008 | IANBD-labeled TnC RTF fluorescence at EC20 calcium; 0% EC20 calcium, 100% full calcium | activation, % at 7.2 µM | 340,000 tested, 0.24% active;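 active = activation above the mean over all tested compounds plus 3 SD, cut at about 30% in these data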;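 also: rise in fluorescence read as greater calcium sensitivity of cardiac thin filaments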
C-LANA FP – KSHV C-LANA DNA binding inhibition. 340,000 tested, 0.078% active. MBP-C-LANA/FAM-LBS DNA binding, fluorescence polarization. inhibition, % at 9 µM;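 active = highest replicate inhibition at or above 60% at 9 µM, even if other replicates fall short; inactive = all replicates below 60% inhibition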;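 also: 0% = neutral control wells and 100% = 4 µM acridine orange control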
MOR-DOR inv ag – inverse agonist of human OPRM1-OPRD1 heterodimerization; P35372+P41143; cell-based MOR-DOR heterodimer luminescence, inverse agonism; inhibition, % at 9.3 µM; 340,000 tested, 0.21% active; in the data active = inhibition above about 22%, passing the limit was not always enough;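 also: 0% = cells with DMSO and 100% = wells without cells with DMSO; values of inactives mirror those of a sister screen read the other way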
Active calls of the source: *; ? = inconclusive; nt = no result given.

SMILES	Keap1 Nrf2 FP	OPRM1-OPRD1 ag	HTR5A inv ctr	RTF Ca sens inh	HTR5A ag	V-ATPase pH	CAL-PDZ inh HTS	RTF Ca sens act	C-LANA FP	MOR-DOR inv ag
Cc1cccc(C(=O)NC2CCN(S(=O)(=O)c3ccccc3)CC2)c1	3	-0.2	-8	11	3	-3	22	6	-0.8	1
O=C(CSc1nnc(-c2ccncc2)o1)Nc1ccc(F)c(F)c1	-5	-3.6	-14	-1	5	0	-3	-1	-2.1	14
Cc1nc([N+](=O)[O-])cn1C(C)C	2	0.6	-10	-9	1	-1	-2	7	2.1	-3
CCOc1ccc(NC(=O)N2CCC(NC(=O)C(Cc3ccccc3OC)NC(C)=O)CC2)cc1 (configuration not stated)	1	1.1	-17	0	6	3	-5	-5	-0.6	-9
CCCC(=O)NC(=S)Nc1ccc(NC(=O)c2cccs2)cc1	-1	-0.6	0	9	3	-3	-3	4	1.4	4
O=C(OCc1ccccc1)N1CCC2CC1c1cc(-c3ccccc3)ccc12 (configuration not stated)	-1	0.1	-26	0	7	1	53*	1	-1.0	0
CN(C)c1nc2c(c(=O)[nH]c(=O)n2C)n1Cc1ccc(F)cc1	-3	-1.8	-17	0	6	-3	nt	-9	-1.4	9
CN1CCN(NC(=O)Nc2cc(Cl)cc(Cl)c2)CC1	-1	0.9	-6	-3	2	-4	-6	-3	-0.1	-4
COC(=O)Nc1ccc(S(=O)(=O)NC2CCCCC2)cc1	-5	0.2	-16	-5	4	2	0	-4	-0.8	-1
O=C(OCc1nnc(-c2cccs2)o1)C1=NN(c2ccccc2)C(=O)CC1	-4	-2.7	2	-1	-1	-2	nt	3	0.3	10
Cc1ccc2[nH]c3c(c2c1)CN(C(=O)CN1CCN(c2cccc(C)c2C)CC1)CC3	8	2.5	-10	-11	4	4	-1	1	0.5	-11
COc1ccc(NC(=O)c2cc(C)no2)cc1Cl	-4	-2.1	-1	-24	0	-1	-4	1	0.0	11
COc1cc2c(cc1OC)C1C(C(=O)Nc3ccccc3N3CCN(C)CC3)c3ccccc3C(=O)N1CC2 (configuration not stated)	-1	-2.4	-3	-2	1	4	-7	3	0.4	12
COc1ccccc1NC(=O)CCCCCN1C(=O)c2cccc([N+](=O)[O-])c2C1=O	-2	1.6	0	3	0	-2	-2	-7	0.0	-8
O=C(OCc1nnc(-c2ccccc2)o1)c1ccc([N+](=O)[O-])s1	0	4.7	-22	-8	7	9	3	1	-1.2	-18
Cc1cc(C)c(S(=O)(=O)Nc2ccccc2C(=O)N2CCOCC2)c(C)c1	2	-3.7	17	-6	0	-1	0	-2	-1.3	12
CCOc1nc(CC(C)C)c2c(c1C#N)CC(C)(C)OC2	1	4.3	3	0	16*	20*	-1	1	-0.4	-23
Cc1ccc(N(C(=O)Cn2nnc(-c3cccs3)n2)C(C(=O)NC2CCCC2)c2ccncc2)cc1 (configuration not stated)	-2	0.0	12	-7	-5	3	-4	8	1.0	0
Cc1ccc(Cn2c(SCC(=O)N3CC(=O)Nc4ccccc43)nc3ccccc3c2=O)cc1	-3	1.5	-8	-8	2	-2	-4	0	-0.1	-8
O=[N+]([O-])c1ccccc1S(=O)(=O)N1CCCCC1	5	-0.9	0	6	5	1	-1	-2	-1.8	5

An excerpt of these results, bar-delimited:
Structure | Keap1 Nrf2 FP | OPRM1-OPRD1 ag | HTR5A inv ctr | RTF Ca sens inh | HTR5A ag | V-ATPase pH | CAL-PDZ inh HTS | RTF Ca sens act | C-LANA FP | MOR-DOR inv ag
O=[N+]([O-])c1ccccc1S(=O)(=O)N1CCCCC1 | 5 | -0.9 | 0 | 6 | 5 | 1 | -1 | -2 | -1.8 | 5
Cc1ccc2[nH]c3c(c2c1)CN(C(=O)CN1CCN(c2cccc(C)c2C)CC1)CC3 | 8 | 2.5 | -10 | -11 | 4 | 4 | -1 | 1 | 0.5 | -11
COc1ccccc1NC(=O)CCCCCN1C(=O)c2cccc([N+](=O)[O-])c2C1=O | -2 | 1.6 | 0 | 3 | 0 | -2 | -2 | -7 | 0.0 | -8

(continued)
SMILES	Keap1 Nrf2 FP	OPRM1-OPRD1 ag	HTR5A inv ctr	RTF Ca sens inh	HTR5A ag	V-ATPase pH	CAL-PDZ inh HTS	RTF Ca sens act	C-LANA FP	MOR-DOR inv ag
Cc1cccc(N2CCN(C(=O)CSc3nnnn3C3CC3)CC2)c1C	6	-2.0	8	-8	-3	0	?	3	0.8	8
Cc1c(Cl)cnc(NC(=O)COC(=O)c2nn(C)c(=O)c3ccccc23)c1Cl	5	0.5	21	-6	6	-1	5	1	-0.3	-3
COc1ccccc1C(CNC(=O)c1cccc(S(=O)(=O)Nc2ccc(F)cc2)c1)N1CCCC1 (configuration not stated)	-5	-2.1	-189	-1	65*	-5	-1	-2	-2.2	8
COc1ccc(CNc2nc3c(c(=O)n(Cc4ccc(Cl)cc4)c(=O)n3C)n2C)cc1	2	8.0	7	3	5	-2	nt	-7	0.7	-40
Cc1ccc(S(=O)(=O)Nc2cccc(C(=O)NCC(c3ccccc3)N(C)C)c2)cc1F (configuration not stated)	2	51*	19	4	-8	-5	0	-10	-0.1	-263
COc1ccc(-c2ccc3c(c2)S(=O)(=O)c2cccc(C(=O)NC4CCCCC4)c2C3=O)cc1OC	-5	3.6	-39	-10	6	-57	-3	-1	4.4	-21
Cc1cccc(C(=O)NNc2ncnc3c2cnn3C)c1	-4	-2.7	13	-6	2	-3	2	4	0.7	13
CCOc1ccc(CCNC(=O)COC(=O)CNS(=O)(=O)c2ccc(C)cc2)cc1OCC	0	-1.2	0	-4	3	8	-4	-4	-0.8	8
CCOc1ccc(NS(=O)(=O)c2csc(C(N)=O)c2)cc1	0	-4.3	7	2	-2	-2	-4	1	-0.4	19
CC(C)OC(=O)c1cccnc1SCC(=O)N(C)c1ccccc1	-5	3.8	-24	0	1	2	nt	-1	-0.2	-21
COCCCNC(=O)c1cc2cc([N+](=O)[O-])cc(OC)c2oc1=O	-4	8.7	-29	-1	0	3	-3	-1	0.2	-45
CN(C)c1nc(NCc2ccccc2)nc(N/N=C/c2ccc(Cl)cc2Cl)n1	-4	-1.2	20	10	-8	-2	-1	-3	-1.1	7
CCOc1ccc(S(=O)(=O)N2CCCCC2)cc1NC(=O)CN1C(=O)NC(C)(C2CC2)C1=O (configuration not stated)	-4	1.9	-4	-1	2	-2	-2	0	0.6	-8
COc1ccc(S(N)(=O)=O)cc1C(=O)NNC(=O)CN(C)S(=O)(=O)c1ccc(Cl)cc1	-5	-3.0	-3	-2	0	-8	-1	0	-1.8	12
S=c1[nH]nc(-c2ccc(Cl)cc2)n1-c1ccc(Cl)cc1	0	-0.8	7	-5	4	-2	nt	-1	-0.4	4
COC(=O)c1sc(C(=O)OC)c(C(=O)OC)c1C(=O)OC	-4	-1.8	15	-4	5	1	-4	3	-0.9	11
COc1cccc(CNC(=O)C2CCN(c3cnccn3)CC2)c1	-1	-2.8	-17	5	0	-1	-4	-4	-0.4	14
O=C(NCc1ccccc1)C1=C[C@H](c2ccc3c(c2)OCO3)C[C@H](OCCCCO)O1	-1	-1.0	6	-9	-3	-1	0	0	2.4	6
COCCNC(=O)/C(=C/c1ccccc1Cl)c1ccccc1	-8	-3.0	-33	3	2	8	1	4	-4.0	16
CCOC(=O)C1CCCN(CC(O)COCc2ccccc2OC)C1 (configuration not stated)	-6	0.3	-3	-1	1	2	1	-7	0.5	-2
Cc1nn(-c2ccccc2)c(N2CCCC2)c1/C=N/NC(=O)C1CC1	-4	-2.6	-7	-11	3	1	-11	-6	0.3	12
CC(C)=CC1C=C(C)C(C)C2C(=O)NNC(=O)C12 (configuration not stated)	-4	-1.9	-6	7	-4	-6	-2	2	0.6	11
COc1ccc(C2C3=C(N=C4SCC(=O)N42)c2ccccc2CC3)cc1 (configuration not stated)	-6	-0.1	-19	-3	8	4	-1	6	0.1	1
CC(=O)c1ccc(NC(=O)c2sc3nc(N4CCOCC4)c4c(c3c2N)CCCC4)cc1	-2	-4.2	-9	-6	0	-2	4	-2	-0.8	21
CC(=O)c1coc2ccc(OCCN3CCCCC3)cc12	-4	-1.6	-6	-2	11	4	-2	3	-0.9	9
COc1ccc(Oc2nc(C)cc(C)c2C#N)cc1	-2	1.5	10	1	-4	1	-3	0	-1.2	-10
O=C(CN1C(=O)CSc2ncccc21)Nc1cccc(Cl)c1	-7	2.8	-31	-3	10	-2	nt	2	1.4	-17
Cc1cccc(OCC(=O)O/N=C(\N)c2ccc(Cl)cc2)c1	-2	2.3	-2	1	3	-2	-4	3	0.5	-13
CN(C(=O)CSc1nnc(Cc2ccccc2F)n1N)C1CCCCC1	5	0.6	8	1	-2	-6	-3	-7	-1.6	-3
O=C(NC(Cc1ccccc1)C(=O)O)/C(=C\c1ccc(Br)cc1)NC(=O)c1ccc(Br)o1 (configuration not stated)	-1	-4.0	-4	0	2	2	13	-8	0.7	21
CN(C)CCNc1ncnc2ccccc12	-5	-4.2	-5	-8	2	-130	2	0	-0.1	21
COc1ccccc1N1CCN(C(CNS(=O)(=O)c2ccccc2)c2ccccc2)CC1 (configuration not stated)	-2	1.1	1	0	0	-5	-2	-7	0.0	-6
COc1ccc(CNC(=O)CN2C(=O)CSc3ccc(S(=O)(=O)N4CCCCC4)cc32)cc1	-9	-1.7	5	-3	1	1	nt	0	0.6	9
Cc1cccc(C)c1NC(=O)Cn1nnc(C(=O)Nc2ccc(F)cc2F)c1N	2	-3.0	-9	2	0	0	-9	-3	-0.2	15
CNC(=S)N1CCC(NC(=O)C23CC4CC(CC(C4)C2)C3)CC1	6	nt	nt	nt	nt	3	8	nt	-1.0	nt
COc1cccc(NC(=O)C(C)NS(=O)(=O)c2ccc(Br)cc2)c1 (configuration not stated)	-4	-3.4	2	2	-1	0	nt	-3	0.1	18
OC(COc1ccccc1)CN1C2=NCCCN2c2ccccc21 (configuration not stated)	-3	-2.5	-4	-1	1	-1	0	1	-0.8	14
NS(=O)(=O)c1ccc(CCNC(=O)CSc2cccs2)cc1	4	-1.7	0	5	0	-2	-3	6	-0.9	8
O=C(CN1C(=O)C2CC=CCC2C1=O)Nc1ccc(Br)cc1 (configuration not stated)	1	-0.4	-14	-5	0	4	-2	-6	0.5	2
O=C(COc1ccccc1C(=O)Nc1ccccc1)c1ccc(F)cc1	-2	-0.1	3	-4	-2	-3	1	-2	0.4	1
COc1cc(NC(=O)c2ccc3c(c2)OCCO3)ccc1NC(=O)c1cccs1	3	-0.4	11	13	-4	2	-5	-6	1.5	2
CC1CCCC(C)N1C(=O)COc1ccc(C(=O)N/N=C/c2ccc(C(=O)O)cc2)cc1 (configuration not stated)	2	-5.7	-3	12	4	0	-3	0	1.8	27
CCOC(=O)c1c(C)nc2sc(C(N)=O)c(N)c2c1-c1ccc(OC)cc1	-2	-1.7	11	-7	-5	-6	-2	-5	-0.3	10
CC(C(=O)NCCCN1CCOCC1)n1cccc1C(=O)c1ccccc1 (configuration not stated)	-1	-1.0	5	-5	-2	-3	-5	-6	3.9	6
O=C(NCc1ccccc1)C1=C[C@H](c2csc3ccccc23)C[C@H](OCCCCO)O1	-10	0.8	19	-7	-7	1	3	-2	0.3	-4
CNC(=O)COc1cccc(C(=O)NCc2ccccc2)c1	-4	-0.3	-23	13	-1	0	1	1	-0.9	2
O=c1cc(CS(=O)(=O)c2ccccc2)nc(-c2ccncc2)[nH]1	-5	-3.6	6	-6	-2	0	2	0	-0.4	18

High-throughput results (PubChem BioAssay)
